# Screens deposited in PubChem by several laboratories.
# PrPC surface inh – inhibitors of human cell surface prion protein PrPC, primary screen, cell-based, TR-FRET | hit rate 0.43% among 370,000 | Major prion protein (Homo sapiens), P04156 | inhibition, % at 13.8 µM | TR-FRET read-out | AID 720596, 2013; in the data active means inhibition above about 24%; further: 0% = median of the test wells and 100% = reference compound wells
# CCHF vOTU inh – CCHFV vOTU protease inhibitors, primary screen, biochemical, Pep-AMC substrate, fluorescence. hit rate 0.55% among 370,000. Crimean-Congo hemorrhagic fever virus L polyprotein viral ovarian tumor (vOTU) protease …. inhibition, % at 11.5 µM. AID 651958, 2012; in the data active means inhibition above about 30%; further: 0% = vehicle wells with enzyme and 100% = no enzyme wells
# Vc quorum ag – inducers of Vibrio cholerae quorum light production without autoinducers, primary screen, BH1578 luxS cqsA deficient, single point; V. cholerae BH1578 lux reporter, luminescence, 6 h; activation, % at 18.7 µM; hit rate 0.16% among 350,000; in the data active means activation mostly above about 9.7%, no sharp cut-off; further: not every result past the cut was called active; inactives centre near 0; reference of the scale not given here
# SSB-PriA inh – inhibitors of Klebsiella pneumoniae PriA binding to SSB C-terminal tail, primary screen, biochemical, AlphaScreen; PriA–SSB C-terminal tail interaction (Klebsiella pneumoniae); AlphaScreen SSBct-PriA binding, biotinylated peptide; inhibition, % at 33 µM; hit rate 0.6% among 430,000; in the data active means inhibition mostly above about 37%, no sharp cut-off; inactive means mostly below about 20%;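 further: plate controls were negative control peptide for no effect and reference peptide for full effect; strong numbers were not always called active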
# Y pestis TopoI – Yersinia pestis topoisomerase I inhibitors, primary screen, biochemical, cleavage product accumulation, plate reader, single point; hit rate 0.064% among 360,000; DNA topoisomerase I (Yersinia pestis CO92); activity, % at 10 µM; Y. pestis Topo-I cleavage product accumulation; in the data active means activity above about 50%, passing the limit was not always enough; further: inactives centre near 2
# DUSP3 inh – VHR1 phosphatase inhibitors, primary screen, biochemical, absorbance, uHTS; Dual specificity protein phosphatase 3 (Homo sapiens), P51452; recombinant VHR phosphatase, pNPP absorbance; inhibition, % at 13.3 µM; hit rate 0.52% among 290,000; AID 1654, 2009; in the data active means inhibition above about 50%; further: some compounds called inactive have numbers as strong as hits
# Rv3671c inh – Rv3671c serine protease inhibitors, primary screen, biochemical, fluorescence polarization, M. tuberculosis H37Rv; P9WHR9; inhibition, % at 5.96 µM; hit rate 0.048% among 320,000; in the data active means inhibition above about 38%;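 further: extracellular domain of Rv3671c used as enzyme; 0% = enzyme with DMSO and 100% = no enzyme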
# SARS 3CLpro inh – SARS-CoV 3CLpro protease inhibitors, primary screen, biochemical, quenched FRET | Replicase polyprotein 1ab (Severe acute respiratory syndrome coronavirus), P0C6X7 | recombinant SARS-CoV 3CLpro, quenched FRET peptide cleavage | inhibition, % at 6 µM | hit rate 0.14% among 290,000 | AID 1706, 2009; in the data active means inhibition above about 12%
# MazEF act – activators of E. coli MazEF toxin-antitoxin RNase, primary screen, biochemical, fluorescence, uHTS; Endoribonuclease toxin MazF (Escherichia coli (strain K12)), P0AE70; FAM/BHQ RNA-DNA oligo cleavage fluorescence, 5 h; activation, % at 20 µM; hit rate 0.32% among 350,000; AID 504720, 2011; in the data active means activation above about 50%
# TcdB GH inh – TcdB glycohydrolase inhibitors, primary screen, biochemical, single point, plate reader; inhibition, % at 9.99 µM; AID 652162, 2013; hit rate 0.24% among 350,000; TcdB glycohydrolase enzymatic assay; in the data active means inhibition above about 10%
# Target sequence (P18177 whole entry, looked up): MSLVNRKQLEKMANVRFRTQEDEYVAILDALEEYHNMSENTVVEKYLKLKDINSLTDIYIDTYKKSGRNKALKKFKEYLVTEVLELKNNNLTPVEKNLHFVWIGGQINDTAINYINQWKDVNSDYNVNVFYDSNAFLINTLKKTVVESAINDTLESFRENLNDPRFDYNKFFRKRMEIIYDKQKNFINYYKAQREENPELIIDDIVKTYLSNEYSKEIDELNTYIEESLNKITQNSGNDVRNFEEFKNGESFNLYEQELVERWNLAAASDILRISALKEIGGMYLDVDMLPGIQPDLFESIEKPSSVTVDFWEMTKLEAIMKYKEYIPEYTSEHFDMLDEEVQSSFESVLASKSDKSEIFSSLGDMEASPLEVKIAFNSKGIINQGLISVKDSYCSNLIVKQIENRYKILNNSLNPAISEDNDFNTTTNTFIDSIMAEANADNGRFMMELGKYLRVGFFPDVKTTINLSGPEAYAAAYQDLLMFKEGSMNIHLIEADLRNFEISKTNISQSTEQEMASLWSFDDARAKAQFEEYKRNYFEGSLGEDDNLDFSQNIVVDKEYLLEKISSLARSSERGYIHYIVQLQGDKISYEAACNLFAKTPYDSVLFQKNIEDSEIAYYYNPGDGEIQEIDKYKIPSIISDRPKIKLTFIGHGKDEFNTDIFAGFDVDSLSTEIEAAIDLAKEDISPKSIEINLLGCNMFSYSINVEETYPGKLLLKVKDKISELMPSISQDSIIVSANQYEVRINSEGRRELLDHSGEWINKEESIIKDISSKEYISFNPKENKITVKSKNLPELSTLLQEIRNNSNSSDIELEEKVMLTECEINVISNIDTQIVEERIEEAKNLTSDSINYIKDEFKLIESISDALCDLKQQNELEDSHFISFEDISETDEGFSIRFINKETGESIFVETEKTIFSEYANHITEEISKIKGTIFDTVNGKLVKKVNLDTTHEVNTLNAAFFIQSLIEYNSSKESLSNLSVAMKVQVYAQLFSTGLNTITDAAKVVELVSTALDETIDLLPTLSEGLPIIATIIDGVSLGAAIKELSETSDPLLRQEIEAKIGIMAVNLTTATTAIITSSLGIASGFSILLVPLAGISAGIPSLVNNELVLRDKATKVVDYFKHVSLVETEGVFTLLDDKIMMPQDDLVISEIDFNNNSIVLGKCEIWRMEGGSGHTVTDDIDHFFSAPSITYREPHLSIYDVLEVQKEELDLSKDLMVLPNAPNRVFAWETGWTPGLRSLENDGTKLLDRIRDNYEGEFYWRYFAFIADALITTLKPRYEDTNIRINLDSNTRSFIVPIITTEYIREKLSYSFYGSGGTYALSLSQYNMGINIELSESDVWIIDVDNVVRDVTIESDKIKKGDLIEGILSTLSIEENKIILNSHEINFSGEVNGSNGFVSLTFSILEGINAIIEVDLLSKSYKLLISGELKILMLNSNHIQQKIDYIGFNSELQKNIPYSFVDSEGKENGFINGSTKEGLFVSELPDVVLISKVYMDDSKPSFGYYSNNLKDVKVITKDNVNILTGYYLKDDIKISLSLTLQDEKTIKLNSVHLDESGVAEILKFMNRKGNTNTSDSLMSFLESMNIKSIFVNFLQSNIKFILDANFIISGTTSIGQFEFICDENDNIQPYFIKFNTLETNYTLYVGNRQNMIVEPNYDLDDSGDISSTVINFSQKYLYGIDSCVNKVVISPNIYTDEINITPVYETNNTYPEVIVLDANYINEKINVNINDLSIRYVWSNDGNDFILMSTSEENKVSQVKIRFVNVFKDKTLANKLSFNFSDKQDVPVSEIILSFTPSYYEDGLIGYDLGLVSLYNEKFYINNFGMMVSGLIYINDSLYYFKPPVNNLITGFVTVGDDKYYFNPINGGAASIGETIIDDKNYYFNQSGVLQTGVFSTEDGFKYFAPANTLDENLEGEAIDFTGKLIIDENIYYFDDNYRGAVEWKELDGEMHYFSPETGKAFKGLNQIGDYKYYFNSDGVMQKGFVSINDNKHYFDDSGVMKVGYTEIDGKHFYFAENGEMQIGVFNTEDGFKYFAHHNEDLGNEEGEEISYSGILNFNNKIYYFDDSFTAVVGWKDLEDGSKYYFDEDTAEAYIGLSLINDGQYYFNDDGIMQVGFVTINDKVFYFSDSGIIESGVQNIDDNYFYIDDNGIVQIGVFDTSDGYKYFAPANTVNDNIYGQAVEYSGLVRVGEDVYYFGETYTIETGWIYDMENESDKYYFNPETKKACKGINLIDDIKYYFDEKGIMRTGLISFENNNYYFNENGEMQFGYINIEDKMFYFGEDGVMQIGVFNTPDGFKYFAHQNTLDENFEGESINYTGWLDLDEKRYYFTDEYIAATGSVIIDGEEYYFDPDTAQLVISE
# Starred values were filed as active, the others as inactive; i = inactive; x = no result given; & = joins results of further samples. A portion of the library; rates above refer to the full screens.
SMILES,PrPC surface inh,CCHF vOTU inh,Vc quorum ag,SSB-PriA inh,Y pestis TopoI,DUSP3 inh,Rv3671c inh,SARS 3CLpro inh,MazEF act,TcdB GH inh
O=C(Cc1ccc(Br)cc1)NC1CCCc2ccccc21 (configuration not stated),-2,-5,-0.3,-12,1,6,-5,4,0,1.8
COc1ccccc1N(C)S(=O)(=O)c1ccc(C(=O)NC2CCCCCC2)cc1,-4,6,-0.4,-11,24,9,3,7,8,-1.0
N#CC1=C2N=C(N)c3c(sc4c3CCCCC4)N2C2=C(C(=O)CCC2)C1c1ccccc1 (configuration not stated),3,9,3.2,44*,-3,-1,2,-6,8,x
COC(=O)c1sc(SC)c(S(=O)(=O)C(C)C)c1N/N=C(\C#N)S(=O)(=O)c1ccccn1,3,5,-0.5,x,-1,17,-2,-1,-6,0.8
CCOC(=O)N1CCN(C(=O)c2ccc(C)c(S(=O)(=O)Nc3cccc(C)c3C)c2)CC1,-13,-7,-0.3,1,18,18,6,1,1,5.2
NC(=O)c1ccc(-c2ccc(Br)cc2)o1,53*,-5,20,-5,0,14,3,2,0,x
O=C(c1ccccc1)N1CCN(C(=O)c2ccccc2)c2ccccc21,-1,-2,i,1,1,x,x,x,-14,1.2
Cc1ccc(CNC(=O)CCC2CCCN(Cc3c(C)nn(C(C)C)c3C)C2)o1 (configuration not stated),-5,-7,-0.3,-1,4,25,-9,0,9,-0.6
COc1ccc2cc(S(=O)(=O)NCc3cccnc3)ccc2c1,-1,17,0.7,-2,6,-36,-5,3,2,1.4
COc1ccccc1NC(=O)C1=C(C)Nc2nnnn2C1c1ccccn1 (configuration not stated),-2,9,-1.4,-2,4,-19,0,-2,-3,x
CCn1nc(C(=O)OCC(=O)c2cc(C)n(Cc3cccs3)c2C)c2ccccc2c1=O,-1,3,3.7,-6,33,-14,-15,6,-6,x
Cc1cccc(NC(=O)COC(=O)c2nn(-c3ccccc3C(F)(F)F)cc2O)c1C,-4,15,-0.2,x,3,x,x,x,4,1.2
Cc1cc(C)n(CCNC(=O)CC2C(=O)NCCN2Cc2ccc(C)o2)n1 (configuration not stated),6,-6,i,-9,4,18,8,-2,3,0.7
O=S(=O)(O)c1cccc2c(N=Nc3ccc(O)c4ncccc34)cccc12,x,x,-0.3,62*,-31,x,27,-1,-26,-1.9
Cc1ccc(C(=O)N2CCN(Cc3ccc4c(c3)OCO4)CC2)cc1[N+](=O)[O-],-3,-14,0.0,0,-16,15,1,5,9,0.4
CC(C)Sc1nnc(SCC(=O)NCCCN2CCCC2=O)s1,4,4,i,-12,-6,x,4,x,4,1.4
N#CCC(=O)N/N=C/c1cc(Br)ccc1OCc1cccc2ccccc12,0,18,-0.6,x,9,x,-76,5,-14,1.5
Cn1nc([N+](=O)[O-])nc1Sc1nnnn1-c1cccc(C(=O)O)c1,-9,19,-0.3,-4,-4,-7,0,2,10,0.6
O=C(Nc1cccnc1)c1ccco1,12,-3,i,-7,11,25,0,5,14,x
CCCOc1ccc(-c2nc(OC)c3ccccc3n2)cc1,-1,9,25*,-2,12,5,-2,3,-12,x
O=C(C[C@H]1C[C@@H]2c3cc(NC(=O)C4CCC4)ccc3O[C@@H]2[C@H](CO)O1)NC1CCCCC1,-5,-3,-2.1,x,7,x,x,x,1,0.6&-0.4
COc1ccc(OC)c2sc(NC(=O)c3ccc(Br)s3)nc12,-10,-1,-1.0,-6,-1,7,-4,2,-43,0.2
C=CCNc1sc(C(=O)c2ccc(C)cc2)c(N)c1C#N,-5,17,i,-4,2,24,2,-5,20,x
OC[C@@H]1CN(CCN2CCOCC2)C[C@H](n2cnc3c(NC4CCCC4)ncnc32)O1,2,4,-4.5,x,2,x,x,x,x,1.5

# The list goes on, overlapping the part above by 3 compounds.
SMILES,PrPC surface inh,CCHF vOTU inh,Vc quorum ag,SSB-PriA inh,Y pestis TopoI,DUSP3 inh,Rv3671c inh,SARS 3CLpro inh,MazEF act,TcdB GH inh
COc1ccc(OC)c2sc(NC(=O)c3ccc(Br)s3)nc12,-10,-1,-1.0,-6,-1,7,-4,2,-43,0.2
C=CCNc1sc(C(=O)c2ccc(C)cc2)c(N)c1C#N,-5,17,i,-4,2,24,2,-5,20,x
OC[C@@H]1CN(CCN2CCOCC2)C[C@H](n2cnc3c(NC4CCCC4)ncnc32)O1,2,4,-4.5,x,2,x,x,x,x,1.5
C=CCn1c(=S)[nH]c2sccc2c1=O,4,-3,0.6,2,5,-2,2,3,2,2.0
COc1cc2c(cc1OC)C(=S)NC(C)(C)C2,-2,-7,5.6,-3,3,18,1,2,13,2.1
CSc1nnc(-c2ccccc2)n1C,1,-11,-0.3,-8,10,35,4,-1,4,x
O=C(CNCc1ccc(F)cc1)Nc1ccc(C(=O)N2CCCCC2)cc1,-1,10,i,8,9,26,-1,3,2,1.5
CCc1ccc(-c2cn3c(n2)SCC3)cc1,9,16,-0.1,1,-7,-21,-2,7,-6,0.5
Cc1cc2[nH]c(=O)c(=O)[nH]c2cc1S(=O)(=O)Nc1cccc(F)c1,-6,16,-0.6,-4,-2,-17,2,2,9,1.4
O=C(Nc1ccccc1)c1cc(C2CCCCN2C(=O)CCCc2ccccc2)on1 (configuration not stated),2,2,-5.0,x,36,x,x,x,x,-1.2
CS(=O)(=O)Nc1nnc(CCc2ccccc2)s1,-8,7,-0.4,-5,-13,22,-1,-5,4,0.8
O=C(O)c1ccc(Sc2nnc(-c3cccc(Br)c3)o2)c([N+](=O)[O-])c1,2,0,3.0,-5,6,31,3,6,-1,x
Cc1ccccc1Nc1nc(N)nc(COC(=O)c2cccc(S(=O)(=O)N(C)C)c2)n1,6,-8,-0.8,-9,-3,7,-6,-9,1,0.3
CCN(Cc1ccccc1)Cc1cc(OC)cc(OC)c1,-2,1,-7.1,-25,12,21,-3,4,-2,x
Cc1cccc(C)c1NC(=O)CSCc1cccc(CSCC(=O)Nc2c(C)cccc2C)n1,10,10,i,-9,15,21,-5,1,2,x
CCOc1ccc(-n2cc(-c3ccccc3)c3c(=O)[nH]cnc32)cc1,1,1,-0.4,8&-13,-6,11,-8,5,8,0.7
CCN(CC(=O)Nc1ccccc1OC)C(=O)c1ccc(N(C)S(=O)(=O)c2ccc(C)cc2)cc1,2,-4,-5.6,-5,25,x,6,x,-3,4.5
CCOC(=O)c1c(N)sc2c1CCS(=O)(=O)C2,4,-4,-0.3,-2,4,7,6,-3,-1,x
COc1ccc(-n2cnc3cc(N)ccc32)cc1,-4,0,i,8,4,9,1,-6,3,x
COc1ccc(CC(=O)NCCC(C)C)cc1S(=O)(=O)N1CCOCC1,0,-6,-0.4,-1,0,11,14,5,-3,1.2
CCN(CC)CC(=O)N(CC(=O)Nc1c(C)cc(C)cc1C)C1CCCCC1,-9,1,-0.2,-16,-2,4,-2,1,1,x
CC(C)(C)OC(=O)NNC(=O)Nc1ccccc1C(F)(F)F,1,-7,-0.2,-10,4,12,2,1,25,-0.2
O=C(CSc1nnc(Cc2cccs2)n1C1CCCCC1)N1CCN(C(=O)c2ccco2)CC1,7,7,-0.4,-6,28,36,5,4,4,x
CC12CCC(C(=O)N3CCCc4ccccc43)(OC1=O)C2(C)C (configuration not stated),2,-12,-0.4,-13&-1,-9,-1,6,5,1,-0.3
COc1cc2c(cc1OC)C(c1cccc(OC)c1OC)CC(=O)N2 (configuration not stated),4,-5,x,6,-6,27,7,9,0,x
c1ccc(OCc2nnc(-c3ccccc3)o2)cc1,2,-12,-0.3,-5&-24,17,-3,4,-1,9,2.4
C=CCOC(=O)C1=C(C)NC(=O)NC1c1ccc(OC(=O)c2ccco2)c(OC)c1 (configuration not stated),7,-9,i,-1,3,-1,-10,-2,-1,x

# Arranged by molar mass (smallest number first): part of the list above
SMILES,PrPC surface inh,CCHF vOTU inh,Vc quorum ag,SSB-PriA inh,Y pestis TopoI,DUSP3 inh,Rv3671c inh,SARS 3CLpro inh,MazEF act,TcdB GH inh
CCCOc1ccc(-c2nc(OC)c3ccccc3n2)cc1,-1,9,25*,-2,12,5,-2,3,-12,x
COc1ccc2cc(S(=O)(=O)NCc3cccnc3)ccc2c1,-1,17,0.7,-2,6,-36,-5,3,2,1.4
Cn1nc([N+](=O)[O-])nc1Sc1nnnn1-c1cccc(C(=O)O)c1,-9,19,-0.3,-4,-4,-7,0,2,10,0.6

# Carrying on.
SMILES,PrPC surface inh,CCHF vOTU inh,Vc quorum ag,SSB-PriA inh,Y pestis TopoI,DUSP3 inh,Rv3671c inh,SARS 3CLpro inh,MazEF act,TcdB GH inh
CN(CC(=O)Nc1cccc(S(=O)(=O)N2CCCC2)c1)CC(=O)Nc1ccc(Cl)c(C(F)(F)F)c1,12,22,-0.4,-16,20,x,-30,x,-4,0.2
CCOc1ccc(NC(=O)N(CCC(C)C)C(C)c2ccco2)cc1 (configuration not stated),15,20,-0.7,-6,34,-19,0,0,-4,x
COc1ccccc1C(=O)NC(=O)COC(=O)c1ccc(Cl)nc1,-2,-15,7.0,-12,7,x,5,x,5,1.9
O=C(c1ccoc1)N1CCC2(CCCN(Cc3ccc(F)c(F)c3)C2)C1 (configuration not stated),1,5,-0.1,-11,6,0,x,2,6,1.7
COc1ccc(CNc2nc3nc(C)cc(C)n3n2)cc1OC,1,-2,-0.4,-17,6,27,-3,-2,-1,x
CC(=O)Nc1ccc(NC(=O)C2CC(=O)N=C(N)S2)cc1 (configuration not stated),-4,12,0.4,x,-10,-13,2,-5,5,x
Cc1ccc(OCC(=O)N[C@@H](C)c2nnc3ccccn23)cc1C,-4,-5,-2.2,-1,-5,20,-1,1,4,3.0
N#Cc1cnn2c(-c3ccccc3)ccnc12,-7,-80,x,-8,2,18,7,5,-2,x
COc1cccc(NC(=O)CSC2=C(C#N)C(c3ccco3)C3=C(CCCC3=O)N2)c1 (configuration not stated),14,7,i,5,5,7,1,2,10,x
Cc1nc(CC(=O)N2CCN(c3cccc(C)c3C)CC2)cs1,-3,-2,i,2,10,10,-14,-1,-5,x
COc1ccc2nc(C)cc(N3CC(C)OC(C)C3)c2c1 (configuration not stated),-2,0,-0.2,-9,4,18,-11,2,-5,x
CC1CC(C)(C)CC2(C1)NC(=O)N(CC(=O)Nc1ccc3[nH]c(=O)[nH]c3c1)C2=O (configuration not stated),3,18,-0.7,8,-13,x,-4,x,3,-2.3
Cc1csc2nc(O)c(C(=O)NC3CCCCC3C)c(=O)n12 (configuration not stated),-1,-2,i,-10,15,x,15,x,0,1.4
CCOC(=O)NN1C(=O)c2ccccc2NC1C (configuration not stated),7,-86,-0.6,-3,10,-14,8,-2,9,-0.7
CCC(=O)Nc1ccc(Cl)c(NC(=O)c2cccc(OC)c2)c1,0,-10,0.4,-13,-3,26,-8,5,4,1.3
O=C(CSC(=S)N1CCCC1)N1CCN(S(=O)(=O)c2ccccc2F)CC1,4,4,0.8,0,6,x,5,x,4,-0.6
CC(OC(=O)c1ccc(-n2cnnn2)cc1)C(=O)Nc1ccc(F)c(F)c1F (configuration not stated),-2,-4,-3.8,2,2,x,-20,x,5,1.2
CCOC(=O)c1sc2nc(COC(=O)c3c(F)cccc3F)[nH]c(=O)c2c1C,0,2,-0.3,-2,3,2,-19,1,22,0.2
CC(C)=CCC/C(C)=C/CNC(=O)C[C@H]1C[C@H](C(=O)N2CCCCC2)[C@@]2(C)c3[nH]c4cc(-c5ccco5)ccc4c3CCN2C1=O,7,-15,-2.0,-4,31,x,x,x,6,-0.4
Cc1cccc(N2C(=O)C=CC2=O)c1,6,-2,-2.7,-2,7,x,x,x,9,0.0
O=C(c1cc2cccc([N+](=O)[O-])c2oc1=O)N1CCOCC1,-1,5,-0.7,-5,-1,9,-4,1,0,0.4
